CRFBP-R2 block: CRF-BP/CRF-R2 complex antagonism; HEK293 CRF-R2/CRF-BP, CRF-induced calcium fluorescence; inhibition, % at 11.8 µM; 350,000 tested, 0.59% active; AID 588475;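 active = inhibition of the ligand-induced calcium signal above about 50% at the single tested concentration, limit read from the data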
M5 PAM: potentiates acetylcholine response at human M5 receptor | 360,000 tested, 0.3% active | CHO-K1 hM5, Fluo-8 calcium, ACh EC20 PAM; 0% = ACh EC20, 100% = ACh EC100 | activation, % at 3 µM | AID 624038;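 active = activation above the run cutoff, the mean activation of all test compounds plus 3 SD, cut at about 18% in these data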
Target sequence (P08912 whole entry, looked up): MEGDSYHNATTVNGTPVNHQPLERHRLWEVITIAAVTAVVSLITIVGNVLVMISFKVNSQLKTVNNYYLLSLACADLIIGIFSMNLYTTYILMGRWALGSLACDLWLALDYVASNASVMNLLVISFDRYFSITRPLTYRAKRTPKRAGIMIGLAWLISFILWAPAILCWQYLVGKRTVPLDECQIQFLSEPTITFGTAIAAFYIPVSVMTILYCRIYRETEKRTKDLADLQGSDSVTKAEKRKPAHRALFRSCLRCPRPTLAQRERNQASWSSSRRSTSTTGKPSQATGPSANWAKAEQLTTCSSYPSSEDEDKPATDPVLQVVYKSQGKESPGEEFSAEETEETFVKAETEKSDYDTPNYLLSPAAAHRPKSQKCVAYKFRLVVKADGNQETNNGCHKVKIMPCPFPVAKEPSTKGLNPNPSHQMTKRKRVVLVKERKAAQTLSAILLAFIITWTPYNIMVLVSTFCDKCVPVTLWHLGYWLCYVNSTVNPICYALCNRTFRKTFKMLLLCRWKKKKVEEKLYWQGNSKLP
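Assay system: CHO-K1 hM5 cells. Also added: acetylcholine at EC20 concentration, added after compound. Dosing: 3 µM, single dose. Times: compound preincubation 140 s before EC20 acetylcholine addition. Signal: Fluo-8 calcium fluorescence. Measure: % activation relative to EC20 and EC100 ACh responses. Repeats: singlicate, one well per test compound.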
CHRM5 agonist: agonists of human muscarinic M5 receptor (CHRM5); P08912; CHO-K1 hM5 cells, Fluo-8 calcium fluorescence; 0% DMSO wells, 100% maximal acetylcholine response; activation, % at 3 µM; 360,000 tested, 0.19% active; AID 624037;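 active = activation above the run's mean over test compounds plus 3 SD, cut at about 23% in these data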;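 also: signal is peak over basal fluorescence ratio across the kinetic read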
CHRM4 antagonist: CHRM4 antagonism in calcium assay; CHO-hM4 cells, ACh EC80, Fluo-8 calcium fluorescence; P08173; 360,000 tested, 0.73% active; inhibition, % at 3 µM;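 active = inhibition above its plate's cutoff, the mean inhibition of sample wells plus 3 SD, cut at about 27% in these data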;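 also: 0% = acetylcholine EC80 with DMSO and 100% = DMSO without agonist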
Target sequence (P08173 whole entry, looked up): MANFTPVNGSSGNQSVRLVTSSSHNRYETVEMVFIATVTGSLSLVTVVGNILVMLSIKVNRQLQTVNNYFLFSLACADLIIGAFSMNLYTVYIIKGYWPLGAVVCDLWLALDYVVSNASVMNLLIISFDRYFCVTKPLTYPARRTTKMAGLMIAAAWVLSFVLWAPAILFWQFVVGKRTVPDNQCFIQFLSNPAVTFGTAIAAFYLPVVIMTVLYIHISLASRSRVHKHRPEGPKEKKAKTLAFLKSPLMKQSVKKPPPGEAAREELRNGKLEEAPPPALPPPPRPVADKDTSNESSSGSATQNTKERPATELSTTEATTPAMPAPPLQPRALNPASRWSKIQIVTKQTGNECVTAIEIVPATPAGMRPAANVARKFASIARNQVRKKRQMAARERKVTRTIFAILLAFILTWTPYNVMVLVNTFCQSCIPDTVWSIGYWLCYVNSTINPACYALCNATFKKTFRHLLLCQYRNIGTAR
CRFBP-R2 agonist: agonists of human CRF-binding protein/CRF-R2 receptor complex; HEK293 CRF-R2/CRF-BP, calcium dye fluorescence (FLIPR); percent of saturating CRF peptide response; activation, % at 13.2 µM; 350,000 tested, 0.46% active;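 active = activation of at least 50%, plus an integration ratio under a set limit after plate pattern correction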;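 also: plate controls were neutral control wells without compound for no effect and CRF at EC100 for full effect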
IDE cell inh: inhibits human insulin-degrading enzyme in HEK cells | P14735 | FAbetaB cleavage, fluorescence polarization | inhibition, % at 5.59 µM | 320,000 tested, 0.41% active;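 active = percent inhibition above the average of all tested compounds plus 3 SD, set per screening campaign, cut at about 16% in these data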;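 also: IDE supplied by intact live HEK cells; FP after avidin binding of uncleaved biotin substrate so inhibition keeps polarization high; 0% = DMSO wells and 100% = 60 µM reference IDE inhibitor Ii1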
M5 antag: antagonists of human muscarinic M5 receptor (CHRM5) | CHO-hM5 cells, Fluo-8 calcium fluorescence, ACh EC80 | inhibition, % at 3 µM | 360,000 tested, 0.59% active | AID 624040;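 active = inhibition above a per-plate cutoff, the mean of that plate's test compounds plus 3 SD, cut at about 27% in these data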;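 also: 0% = acetylcholine EC80 with DMSO and 100% = DMSO without agonist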
CHRM4 PAM: CHRM4 positive allosteric modulation; CHO-K1 hM4/Gqi5, Fluo-8 calcium fluorescence, ACh EC20; 0% = ACh EC20, 100% = maximal ACh; 360,000 tested, 0.4% active; P08173; activation, % at 3 µM;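 active = activation above its plate's cutoff, the mean activation of sample wells plus 3 SD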; also: some results filed as inactive read as strong as hits
CHRM4 agonist: CHRM4 agonism in calcium assay. P08173. CHO-K1 hM4/Gqi5, Fluo-8 calcium fluorescence; vehicle 0%, full acetylcholine response 100%. activation, % at 3 µM. AID 624127. 360,000 tested, 0.14% active;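 active = activation above the run mean over all test wells plus 3 SD, cut at about 32% in these data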;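 also: peak over basal fluorescence ratio per well then scaled between controls; 0% = DMSO wells and 100% = acetylcholine at EC100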
Starred values were filed as active, the others as inactive; . = no result given.

SMILES	CRFBP-R2 block	M5 PAM	CHRM5 agonist	CHRM4 antagonist	CRFBP-R2 agonist	IDE cell inh	M5 antag	CHRM4 PAM	CHRM4 agonist
CC(C)C[C@@H](CN1CCC[C@H]1CN1C(=O)C(=O)NC[C@@H]1Cc1ccc(O)cc1)N1C[C@H](Cc2ccc(O)cc2)N(CCc2ccccc2)C(=O)C1=O	.	0	1	-3	.	.	1	6	1
O=C(NCC(c1cccs1)N1CCOCC1)c1cn(-c2ccccc2)nc1-c1ccc(F)cc1 (configuration not stated)	-12	-3	3	-4	-1.2	-4	6	-3	2
O=C(CNC(=O)Cc1ccccc1)N=Nc1c(O)[nH]c2ccccc12	3	4	-2	-1	-1.4	1	12	13	-1
O=C(OC1CCOC1=O)c1ccc(Cl)c(S(=O)(=O)N2CCOCC2)c1 (configuration not stated)	3	1	0	-3	-0.4	0	13	-1	0
CCCCC(=O)NC(=S)Nc1ccc(S(=O)(=O)N2CCCC2)cc1	-20	-8	-7	-7	0.5	-4	6	-1	1
O=C(CCc1ccccc1)Nc1ccc2c(c1)C(=O)OC2	3	-8	-5	-1	0.3	3	3	-5	1
C[C@H](CO)N1C[C@H](C)[C@@H](CN(C)S(=O)(=O)c2ccccc2)Oc2c(NS(=O)(=O)c3cccs3)cccc2C1=O	3	-4	1	-7	-0.9	1	4	-5	3
CCNc1cc2c(cc1O)CCC1C2CCC2(C)C(O)CCC12 (configuration not stated)	-17	0	5	-1	1.7	.	1	1	6
COC(=O)c1ccccc1NC(=O)CSc1nnc(-c2cccnc2)n1C	-3	10	-5	-2	1.8	0	11	3	0
CCN(CC)S(=O)(=O)c1ccc(N2CCN(c3ccccc3O)CC2)nc1	4	-13	0	-17	-2.2	-3	12	-6	17
CCC/C=C/c1ccc(CN2C(C(C)C)C(=O)N(Cc3cn(CCOCOC)nn3)CCS2(=O)=O)cc1 (configuration not stated)	5	5	-2	-32	-0.8	.	-10	8	2
O=C(Nc1ccc(S(=O)(=O)N2CCN(c3ccccc3)CC2)cc1)c1cccs1	1	-3	1	-1	2.9	7	7	-1	3
CCN1CCN(C(c2ccc(F)cc2)c2nnnn2Cc2ccc3c(c2)OCO3)CC1 (configuration not stated)	0	1	-6	2	3.5	-2	9	1	1
C[C@H](CO)N1C[C@H](C)[C@@H](CN(C)Cc2ccc(C(=O)O)cc2)OCc2cnnn2CCCC1=O	-2	0	3	-6	6.2	.	-2	7	1
O=C(NC1CCN(Cc2nnnn2CCc2ccccc2)CC1)c1ccccc1F	-1	4	-4	-1	0.2	3	-1	-5	-1
CC(c1nc2ccccc2n1Cc1ccccc1)N1CCCCC1 (configuration not stated)	0	0	-7	-8	-3.4	5	10	-4	0
COc1ccc(NC(=O)CN(C)C(=O)CCSc2ccc(C)cc2)cc1	4	1	1	-7	-0.3	4	3	6	2
O=C(Nc1nnc(SCC(=O)N2CCCCC2)s1)c1c(F)cccc1F	-5	11	-1	-26	-1.4	3	-7	5	1
Cc1cc(NS(=O)(=O)c2ccc(NC(=O)C(C)Oc3ccc(C(C)C)cc3)cc2)no1 (configuration not stated)	-27	-4	2	14	-1.1	-1	15	1	3
O=C(Nc1sc2c(c1C(=O)O)CCCC2)c1ccc(F)cc1	13	-4	2	7	-1.1	.	1	-2	0
O=C(O)Cc1nc(-c2cccnc2)sc1-c1ccc(Br)cc1	1	6	2	-6	-0.1	-4	0	23	0
N#Cc1c(SCC(=O)N2CCOCC2)nsc1SCC(=O)N1CCOCC1	-1	-1	-1	-1	0.1	-1	2	-1	1
O=C1NCCc2c1[nH]c1ccc([N+](=O)[O-])cc21	15	5	-2	1	0.5	0	-6	0	2
COc1ccccc1N1CCN(S(=O)(=O)c2ccc3c(c2)NC(=O)CS3)CC1	-11	-3	-2	-8	0.7	10	0	2	7
CN1CCN(C(=O)/C=C/c2ccc([N+](=O)[O-])cc2)CC1	16	3	-1	-4	-0.2	-5	-3	4	1
Cc1ccc(-c2cc([C@H]3[C@@H]4C=CCC[C@@]4(C)C(=O)N3Cc3ccccc3)ccc2F)cc1	-7	2	8	6	4.3	3	2	-5	0
CCOC(=O)N/N=C1\CC(C)S(=O)(=O)c2ccc(Cl)cc21 (configuration not stated)	2	4	5	-2	-0.5	5	2	6	2
O=C(NC(=S)N1CCN(c2ccc([N+](=O)[O-])cc2)CC1)c1ccco1	18	2	1	2	-3.2	-1	-9	0	2
O=c1c(Cl)c(N/N=C/c2ccc(Br)cc2)cnn1-c1ccccc1	-7	8	-2	-5	0.1	3	-5	6	0
CN1CCN(S(=O)(=O)c2ccc(NC(=S)NC(=O)C3CCC3)cc2)CC1	-2	-2	-4	-4	-2.0	3	4	7	1
NC(=O)c1ccccc1NCC(=O)c1ccc(F)cc1	0	0	0	-1	-0.4	-1	10	6	2
CCN(CC)S(=O)(=O)c1cc([N+](=O)[O-])ccc1NNC(=O)Nc1ccc(F)cc1	12	-1	5	9	7.5	-1	0	-4	3
NC(=O)c1ccsc1NC(=O)COC(=O)C1CC2CCCC(C1)C2=O (configuration not stated)	7	-7	5	-3	0.8	2	10	-14	11
COc1ccc(/C=C2\SC(=O)N(CCNC(=O)CN3C(=O)NC4(CCCC4)C3=O)C2=O)cc1	-3	0	-3	-8	1.9	-3	-1	-1	2
Cc1ccc2oc(=O)n(Cc3ccc(OC(C)C)cc3)c2c1	18	2	-2	5	-1.6	8	-1	-3	-2
Cc1ccc(-n2nc3c(=O)n(CCCC(=O)NCc4ccco4)nc(C)c3c2C)cc1	10	-1	-7	-2	0.1	1	6	5	0

An excerpt of these results, with values under each structure.
Below each SMILES – CRFBP-R2 block	M5 PAM	CHRM5 agonist	CHRM4 antagonist	CRFBP-R2 agonist	IDE cell inh	M5 antag	CHRM4 PAM	CHRM4 agonist
- CN1CCN(C(=O)/C=C/c2ccc([N+](=O)[O-])cc2)CC1
 : 16	3	-1	-4	-0.2	-5	-3	4	1
- CN1CCN(S(=O)(=O)c2ccc(NC(=S)NC(=O)C3CCC3)cc2)CC1
 : -2	-2	-4	-4	-2.0	3	4	7	1

Among those listed so far, two contain a furan ring, fused or not:
SMILES	CRFBP-R2 block	M5 PAM	CHRM5 agonist	CHRM4 antagonist	CRFBP-R2 agonist	IDE cell inh	M5 antag	CHRM4 PAM	CHRM4 agonist
O=C(NC(=S)N1CCN(c2ccc([N+](=O)[O-])cc2)CC1)c1ccco1	18	2	1	2	-3.2	-1	-9	0	2
Cc1ccc(-n2nc3c(=O)n(CCCC(=O)NCc4ccco4)nc(C)c3c2C)cc1	10	-1	-7	-2	0.1	1	6	5	0

(continued)
SMILES	CRFBP-R2 block	M5 PAM	CHRM5 agonist	CHRM4 antagonist	CRFBP-R2 agonist	IDE cell inh	M5 antag	CHRM4 PAM	CHRM4 agonist
CC(=O)NC/C(C)=N\Nc1ccc([N+](=O)[O-])cc1	-6	-4	2	10	-1.7	4	9	-6	3
CCN(CC)C(=O)c1ccc2c(c1)nnn2C	-5	-8	-3	-4	0.6	2	8	0	1
O=C1C2CC=CCC2C(=O)N1c1ncn[nH]1 (configuration not stated)	8	11	1	3	-0.7	2	-4	9	1
O=C(Nc1nc(-c2ccc3c(c2)OCCO3)cs1)c1ccc(Br)o1	-3	-2	1	-7	-0.1	.	4	7	2
COC(=O)CC1OCC=C2CN3CCC45C6=CC(=O)C(=O)C([N+](=O)[O-])=C6NC4C1C2CC35 (configuration not stated)	.	1	1	2	.	.	-4	-1	0
O=C(c1cc(F)c(F)cc1Cl)N1CCN(c2ccc([N+](=O)[O-])c3ncccc23)CC1	13	1	1	-2	-1.3	2	-5	0	5
CCOC(=O)c1[nH]c2cc(OC)c(OC)cc2c1NC(=O)CCN1CCSCC1	-6	2	3	1	2.7	3	-3	-9	1
CC(C)c1ccc(NC2CCCN(C(=O)CCN3Cc4ccccc4C3=O)C2)cc1 (configuration not stated)	-8	-3	0	-7	0.5	-5	1	2	4
N/C(Cc1ccc([N+](=O)[O-])cc1)=N\OC(=O)c1ccc(Br)o1	6	-5	-4	6	-0.6	-1	9	0	0
CCn1cc(C(=O)NCCN(C)C)c(=O)c2cc(F)c(N3CCN(C)CC3)cc21	14	-1	-4	-4	1.2	-3	1	-1	1
CC(=O)c1cn(CC(=O)Nc2cccc(C)c2C)c2ccccc12	8	-28	2	1	37	1	23	-14	16
COc1ccc(-n2c(C)cc(=O)[nH]c2=O)cc1	3	10	-3	-3	-0.9	-4	-3	0	1
Cc1ccc(OCC(=O)N(C)CCc2ccccn2)cc1	29	1	2	4	0.2	4	-2	7	1
O=C1C=C(NNC(=O)c2ccccc2Br)CCC1	15	9	-2	-4	1.3	1	-8	-5	2
CCN(C(=O)c1cnc(NC(C)C)cc1C(F)(F)F)c1ccc(Cl)cc1Cl	8	-11	-2	-7	-1.2	0	10	-6	2
COc1cc(OC)c(S(=O)(=O)Nc2ccccc2N2CCOCC2)cc1NC(C)=O	11	2	-1	-6	-0.1	13	4	7	8
COc1ccccc1C#Cc1cnc2c(c1)C(=O)N([C@H](C)CO)C[C@@H](C)[C@@H](CN(C)C(=O)c1ccc3c(c1)OCO3)O2	-4	-4	0	-10	-1.2	.	8	1	3
C=CCSc1nnc(-c2cc3c(-c4ccccc4)nn(C)c3s2)n1C	6	-6	-4	-5	-1.8	5	-3	-3	3
COc1cc(C(=O)Nc2ccc(F)cc2Cl)ccc1OCC(=O)N1CCOCC1	1	-4	4	-9	0.8	-3	-4	0	0
COc1ccc2c(c1)C(=NN)c1cc(OC)ccc1-2	-9	7	3	4	-1.1	4	-7	10	0
CC(NC(=O)CCl)c1ccc(Cl)c(Cl)c1 (configuration not stated)	-22	2	-4	-2	-3.2	3	8	2	1
Cc1ccc(Sc2nc(-c3ccccc3)ccc2C#N)cc1	-23	-4	-1	3	1.2	1	-3	2	0
CCc1cc2ccc(C)cc2nc1SCC(=O)Nc1cc(C)on1	3	0	-2	-6	-2.4	1	14	1	0
O=S(=O)(Nc1ccc(Cl)nn1)c1ccccc1	8	4	-3	-10	1.4	5	-8	-6	0
Cc1oc(-c2ccc(Cl)cc2)nc1CS(=O)CC(=O)NC1CC1 (configuration not stated)	0	11	-3	3	-0.8	6	-5	-1	0
CCCCn1nnnc1SCC(=O)Nc1cccc(C)n1	0	-1	2	15	-0.2	-2	-1	-5	1
COCCCN(C(=O)Cc1coc2cc(C)c(C)cc12)c1c(N)n(Cc2ccccc2)c(=O)[nH]c1=O	-13	0	1	-5	-0.5	2	-2	2	1
Oc1[nH]c2ccccc2c1N=Nc1nc(Nc2ccccc2)nc(N2CCOCC2)n1	-4	-10	-3	10	0.7	1	8	-20	1
COc1ccc(/C=C(/NC(=O)c2ccccc2)C(=O)N2CCCC2)cc1OC	9	-3	-1	0	-0.1	-4	4	-1	1
CC(=O)N=c1sccn1CC(O)c1ccccc1 (configuration not stated)	-3	-4	-1	0	0.8	2	13	0	1
CCCCc1nnc(NC(=O)CCS(=O)(=O)c2ccc(Cl)cc2)s1	4	8	-1	-6	-0.3	-4	-2	6	0
O=c1[nH]cnc2c1nnn2Cc1ccccc1	7	0	-2	1	1.6	3	0	3	1
CCCCCCCCN1C(=O)[C@H](CC(=O)NCc2ccc(C)o2)C[C@@]2(C(=O)OC)CCCCC=C12	.	-3	-4	-23	.	.	-2	12	-1
COc1ccc(C(=O)Nc2c(Cl)cc(Cl)cc2C(=O)N2CCC(C)CC2)cc1	-11	2	-3	-4	-2.5	1	-3	-7	1
O=C(Cn1nc(-c2ccccc2)ccc1=O)NCCN1CCN(Cc2ccccc2)CC1	2	5	-3	2	-1.1	2	-4	-3	-1

Not a hit list, and some 2.9% of all compounds hit somewhere here.
